mIAP activ: mouse IAP activation. 330,000 compounds, 0.24% hits. muIAP, CDP-Star luminescence, 30 min; active compounds read high; 1 = vehicle-only enzyme signal, 0 = enzyme-free wells. activation factor at 10 µM;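 active = activation factor of at least 2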; note: the source names both 10 and 20 µM as test concentration; values of inactives mirror those of a sister screen read the other way
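Assay system: mouse IAP enzyme; reagent: chemiluminescent substrate CDP-Star; dosing: test compounds delivered from DMSO solution; schedule: 30 min at room temperature; measured by: luminescence from enzymatic CDP-Star hydrolysis; controls: DMSO-only wells and no-enzyme negative control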
mIAP inh: blocks mouse intestinal alkaline phosphatase; purified mouse IAP, CDP-Star luminescence, 30 min; inhibition, % at 10 µM; 330,000 compounds, 0.2% hits;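 active = inhibition of at least 40% at 10 µM in the primary screen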;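 note: plate controls were DMSO with enzyme for no effect and no enzyme wells for full effect; values of inactives mirror those of a sister screen read the other way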
APOBEC3G inh: inhibitors of human APOBEC3G DNA deaminase; recombinant A3G, ssDNA deamination FAM/TAMRA fluorescence; inhibition, % at 20 µM; 330,000 compounds, 0.28% hits; AID 493012;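 active = inhibition of at least 40% at 20 µM, with no more than 30% in the related APOBEC3A deaminase screen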;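 note: plate controls were DMSO wells with A3G for no effect and wells lacking A3G enzyme for full effect; some compounds called inactive have numbers as strong as hits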
hIAP act: increases human intestinal alkaline phosphatase activity. 330,000 compounds, 0.16% hits. P09923. activation factor at 10 µM. purified human IAP, CDP-Star luminescence, 30 min; active compounds read high; 1 = vehicle-only enzyme, 0 = enzyme-free background. AID 2524;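 active = activation factor of the enzyme at least 2-fold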; note: the source names both 10 and 20 µM as test concentration; values of inactives mirror those of a sister screen read the other way
Target sequence (P09923 whole entry, looked up): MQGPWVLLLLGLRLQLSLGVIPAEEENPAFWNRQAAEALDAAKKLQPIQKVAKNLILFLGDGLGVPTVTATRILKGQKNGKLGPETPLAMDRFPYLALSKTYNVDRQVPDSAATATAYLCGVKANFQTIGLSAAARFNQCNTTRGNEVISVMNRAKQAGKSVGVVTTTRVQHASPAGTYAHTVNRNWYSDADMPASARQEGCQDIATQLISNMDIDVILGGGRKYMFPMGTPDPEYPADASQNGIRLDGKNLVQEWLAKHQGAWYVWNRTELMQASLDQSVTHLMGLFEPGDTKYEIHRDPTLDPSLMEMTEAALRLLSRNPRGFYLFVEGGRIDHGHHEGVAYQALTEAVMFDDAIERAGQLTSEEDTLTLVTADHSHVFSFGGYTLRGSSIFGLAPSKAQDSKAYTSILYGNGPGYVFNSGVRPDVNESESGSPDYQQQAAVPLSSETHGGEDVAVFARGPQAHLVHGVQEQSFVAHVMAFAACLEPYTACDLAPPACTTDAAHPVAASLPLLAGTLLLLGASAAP
MIN6 prolif: MIN6 beta-cell proliferation induction | MIN6 cells proliferation, ATPlite luminescence, 48 h; cells starved in 0.2% serum; 100% = growth in 10% serum | proliferation, % at 10 µM | 330,000 compounds, 0.29% hits;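 active = compounds whose signal lies at least 3.5 SD above the mean of all wells on their plate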;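 note: 0% = DMSO-treated cells in low-serum medium and 100% = 10% serum control; some compounds called inactive have numbers as strong as hits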
NLRP3 yeast inh: blocks the NALP3 inflammasome reconstituted in yeast | Yeast reconstituted NLRP3/ASC/caspase-1, beta-gal luminescence, 24 h | inhibition, % at 10 µM | 330,000 compounds, 0.39% hits | AID 2825;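 active = inhibition of 50% or more; inactive = inhibition below 50%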;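 note: plate controls were induced DMSO wells for no effect and uninduced yeast grown without galactose for full effect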
hIAP inh: blocks human intestinal alkaline phosphatase. P09923. purified IAP, CDP-Star luminescence, 30 min. 330,000 compounds, 0.12% hits. inhibition, % at 10 µM. AID 2544;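 active = inhibition reaching a set limit with compound at 10 µM in the primary screen, cut at about 35% in these data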;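 note: plate controls were DMSO wells with enzyme for no effect and no-enzyme buffer wells for full effect; values of inactives mirror those of a sister screen read the other way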
SENP1 inh: inhibitors of human SENP1 SUMO protease catalytic domain | AID 624204 | recombinant SENP1 catalytic domain, CyPet-SUMO1-YPet FRET cleavage | inhibition, % at 10 µM | 360,000 compounds, 0.21% hits;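 active = inhibition at least 30% at 10 µM, raw YFP signal under a set limit, fluorescence ratio 0.5 to 1.5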;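 note: 0% = enzyme with DMSO and 100% = no enzyme wells; some results filed as inactive read as strong as hits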
Target sequence (Q9P0U3 419-644 limits assumed): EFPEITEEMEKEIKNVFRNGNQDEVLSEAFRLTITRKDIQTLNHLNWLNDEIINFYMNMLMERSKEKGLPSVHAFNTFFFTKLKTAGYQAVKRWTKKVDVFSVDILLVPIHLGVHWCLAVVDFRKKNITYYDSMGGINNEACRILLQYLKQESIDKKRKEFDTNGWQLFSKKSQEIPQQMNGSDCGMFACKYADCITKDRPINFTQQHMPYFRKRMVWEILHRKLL
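System: Recombinant human SENP1 catalytic domain, His6-tagged | Incubation: Enzyme reaction for 50 min at room temperature, dark | Medium: Tris pH 8 with BME, BSA, NP40 and catalase | Also added: 25 nM SUMO1 FRET substrate | Compound: 10 µM single point, 0.5% DMSO | Measured by: FRET fluorescence in CFP and YFP emission channels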
A3A deaminase: blocks human APOBEC3A ssDNA deamination; P31941; 330,000 compounds, 0.41% hits; recombinant A3A, FAM/TAMRA ssDNA deamination fluorescence; inhibition, % at 20 µM;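 active = at least 40% inhibition at 20 µM here, with at most 30% in a related deaminase screen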;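 note: plate controls were A3A with DMSO for no effect and wells lacking A3A enzyme for full effect; some results filed as inactive read as strong as hits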
Target sequence (P31941 whole entry, looked up): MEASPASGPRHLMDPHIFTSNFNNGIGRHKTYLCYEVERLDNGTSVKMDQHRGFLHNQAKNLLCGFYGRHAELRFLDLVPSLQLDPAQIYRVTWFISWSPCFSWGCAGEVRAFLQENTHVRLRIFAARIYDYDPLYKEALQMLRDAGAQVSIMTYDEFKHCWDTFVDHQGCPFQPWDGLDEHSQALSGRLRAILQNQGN
* hit, by the source's call.

SMILES	mIAP activ	mIAP inh	APOBEC3G inh	hIAP act	MIN6 prolif	NLRP3 yeast inh	hIAP inh	SENP1 inh	A3A deaminase
CC(CCc1ccccc1)NC(=O)c1cc2sccc2n1C (stereo not given)	1	-4	-9	0.97	0	2	3	-4	6
CC1CCCC/C1=N\NS(=O)(=O)c1ccc(Br)cc1 (stereo not given)	0.95	5	-2	0.91	-2	5	10	0	-1
COc1cc(C#Cc2c(-c3cncn3C)n(C)c3ccc(-c4cnc(OC)nc4)cc23)cc(OC)c1	1	-2	-10	1.2	-7	14	-23	-5	-3
COc1ccc(C(=O)N/N=C/c2ccc(OC(=O)c3cccs3)cc2)cc1	0.96	4	-5	1.1	0	-2	-6	2	0
OCC[C@@H]1C[C@@H](O)[C@H](O)[C@@]2(OCCc3ccccc32)O1	1.1	-13	-9	1.1	1	17	-11	2	10
CCn1nc(-c2ccccc2)c2nc3ccccc3nc21	1.1	-6	-9	1.2	-2	10	-23	-25	-5
O=S(=O)(c1ccc(NC(=S)N/N=C/c2ccc(Oc3ccccc3)cc2)cc1)N1CCOCC1	0.95	5	-8	0.88	-1	3	12	-3	-5
C[C@H](CO)N1C[C@H](C)[C@@H](CN(C)S(=O)(=O)c2cn(C)cn2)Oc2ccc(NC(=O)Cc3ccccc3)cc2C1=O	0.98	2	-7	1.1	2	-10	-8	-2	-4
Cc1ccc(C2C(/C=C3/SC(=S)NC3=O)=C(c3cccs3)Oc3ccccc32)cc1 (stereo not given)	0.78	22	-2	0.95	-4	8	5	23	-1
COc1cc2[nH]c(=O)n(CCCCCC(=O)NCCc3c[nH]c4ccccc34)c(=O)c2cc1OC	1.2	-25	-7	1.2	-1	15	-16	-2	-4
COCCc1nn2c(=O)cc(COC(=O)c3cc(OC)c(OC)c(OC)c3)nc2s1	0.91	9	-2	1	-1	-2	-2	0	-2
O=C(NCC(=O)N1CCN(Cc2ccccc2)CC1)c1ccc(Br)cc1	0.97	3	1	1.4	2	13	-35	1	2
CN(C)N1C(N)=C(C#N)C(c2ccc(F)cc2)C2=C1CCCC2=O (stereo not given)	1	-1	-6	1.1	-1	-1	-7	1	-6
COc1ccc(CCC(C(O)C(F)(F)F)S(=O)c2ccccc2)cc1 (stereo not given)	1	-5	-4	1.1	0	27	-9	-2	-2
CC1(C)CC(NC(=O)c2ccccn2)CC(C)(C)N1O	1.1	-6	-7	1.1	-3	13	-12	-1	5
Cc1cc(C)c(C)c(OCCCOc2cccc3cccnc23)c1	0.97	3	-8	0.93	-6	10	7	2	0
COCCn1c(C)cc(C(=O)COC(=O)C23CC4CC(CC(O)(C4)C2)C3)c1C	0.95	5	-7	0.85	0	11	15	0	-1
COC(=O)C1CCN(C(=O)COC(=O)CC(NC(N)=O)c2ccc(Cl)cc2)CC1 (stereo not given)	0.95	5	-5	0.94	1	-3	6	1	-1
CCOc1cc(C(=O)OCC(=O)Nc2cccc(S(=O)(=O)NC3=NCCCCC3)c2)cc(OCC)c1OCC	1.2	-25	-6	1.2	-3	7	-16	3	1
COc1ccc(CCNC(=O)/C(=C/c2cccnc2)NC(=O)c2ccccc2)cc1OC	0.97	3	-1	1.1	3	1	-9	-1	2

Laid out differently: two of the compounds above.
Each structure is followed by: mIAP activ | mIAP inh | APOBEC3G inh | hIAP act | MIN6 prolif | NLRP3 yeast inh | hIAP inh | SENP1 inh | A3A deaminase
> COCCc1nn2c(=O)cc(COC(=O)c3cc(OC)c(OC)c(OC)c3)nc2s1
→ 0.91 | 9 | -2 | 1 | -1 | -2 | -2 | 0 | -2
> CN(C)N1C(N)=C(C#N)C(c2ccc(F)cc2)C2=C1CCCC2=O (stereo not given)
→ 1 | -1 | -6 | 1.1 | -1 | -1 | -7 | 1 | -6

Carrying on:
SMILES	mIAP activ	mIAP inh	APOBEC3G inh	hIAP act	MIN6 prolif	NLRP3 yeast inh	hIAP inh	SENP1 inh	A3A deaminase
CN(C)c1nc2c(c(=O)[nH]c(=O)n2C)n1CCCc1ccccc1	0.98	2	-6	1	-5	1	-1	2	0
CCC(=O)Oc1ccc(C(=O)Nc2cccc(C(=O)NC(C)(C)C)c2)cc1	0.92	8	-4	0.93	-1	-23	7	-1	-3
O=C(NCc1nnnn1-c1ccc(F)c(F)c1)c1ccc2c(c1)OCO2	0.99	1	-5	1	-3	7	-4	0	-1
CNC(=O)NNC(=O)c1nc(-c2ccccc2)c(C)o1	0.95	5	-6	1	0	5	0	1	-1
CS(=O)(=O)Nc1cccc(C2=NN(S(=O)(=O)c3ccccc3)C(c3ccco3)C2)c1 (stereo not given)	0.92	8	-4	1	-2	9	-2	-14	-3
N#Cc1c(N)nc2c3c(sc(=N)c2c1N)NC(=O)CC3c1c(F)cccc1Cl (stereo not given)	0.83	17	-4	1.1	-2	16	-6	-88	-3
Cc1[nH]c2ccccc2c1/C=C/C(=O)c1ccncc1	0.93	7	-10	0.9	-3	18	10	-37	0
CS(=O)(=O)c1ccc(S(=O)(=O)N2CCC(CO)(CCCc3ccccc3)CC2)cc1	0.92	8	1	0.92	-2	13	8	3	1
Cc1ccc(C(=O)NCC(=O)Nc2ccncc2)s1	0.94	6	-2	1	-3	9	-4	2	-3
COc1ccc2nc(NC(=O)C3COc4ccccc4O3)sc2c1 (stereo not given)	0.95	4	-4	0.92	-2	-1	8	1	-2
Cc1cccc(-c2nnc(SCC(=O)Nc3ncccn3)n2C)c1	1	-3	-2	1.1	-1	4	-6	-1	-2
O=C(NC1CC1)C1=C[C@H](c2ccc3c(c2)OCO3)C[C@H](OCc2ccc(CO)cc2)O1	1.1	-12	-9	1.1	2	14	-6	0	1
Cc1cc(SCC(=O)c2cccs2)nc2c(C)cccc12	0.94	6	-6	1.1	-5	7	-14	-2	-8
CC(C)(CN1CCNCC1)NS(=O)(=O)c1ccc(Cl)cc1	1.1	-14	-4	0.97	-8	17	3	1	1
CCN(CC)S(=O)(=O)c1ccc(N/N=C/c2cc(OC)c(OC)cc2OC)nc1	0.96	4	-6	1.1	0	-6	-9	-70	-2
COc1ccc(S(=O)(=O)Nc2cccc(SC)c2)cc1OC	0.88	12	-7	0.94	-3	12	6	2	-4
CCN(CC)C(=O)C1CC(=O)N(c2ccc(F)c(Cl)c2)C1 (stereo not given)	0.97	3	-1	1	1	0	-1	1	2
COc1nc(OCC#N)nc(N(C)C)n1	1	0	-6	0.98	-2	-6	2	0	-3
CC(C)(C)c1ccc(S(=O)(=O)Nc2noc3ccccc23)cc1	1	-4	-6	0.94	-5	10	6	1	1
CCCC(=O)Nc1ccc(C(=O)COC(=O)c2c(C)noc2C)cc1	1	-4	-10	1.1	2	0	-10	0	-4
O=C(NCc1cc(C(F)(F)F)ccc1F)C1CCC(=O)N(C2CCCCCC2)C1 (stereo not given)	1.1	-5	0	1.1	0	9	-10	1	1
O=C(NCCCCc1ccccc1)c1ccccc1F	1	0	-5	1.1	-1	54*	-12	0	-4
CCCCn1c(N)c(N(CC(C)C)C(=O)c2cc(S(=O)(=O)N3CCOCC3)ccc2Cl)c(=O)[nH]c1=O	0.98	2	-5	1.1	2	10	-5	-11	6
O=C(CSc1n[nH]c(=O)n1-c1ccccc1)Nc1ccccc1	1	-3	10	0.82	2	28	18	2	3
Cc1ccc(NS(=O)(=O)c2cn(C)c(=O)n(C)c2=O)cc1C	0.98	2	-3	1.1	3	16	-6	1	1
CCC(C)(C)NC(=O)c1cc([N+](=O)[O-])ccc1N1CCCCC1	0.91	9	-1	1	3	6	-4	0	1
CCCCn1nc(C(=O)NCC(=O)Nc2c(C)cccc2C)c2ccccc2c1=O	1	-3	-5	1.1	1	17	-9	1	-2
Cc1cccc(C)c1NC(=S)N(CCN(C)C)C(C)c1cccnc1 (stereo not given)	0.99	0	-5	1.1	-1	6	-8	0	-2
CN(CC(=O)Nc1cccnc1Cl)S(=O)(=O)c1ccc(Cl)cc1	0.92	8	-7	1.1	4	21	-8	-1	-3
O=C1CCCN1CCC(=O)N1CCCC(Nc2ccc(F)c(F)c2)C1 (stereo not given)	1	-1	2	0.97	2	12	2	0	3

Grouped by structure, the compounds so far containing an NH in an aromatic ring
SMILES	mIAP activ	mIAP inh	APOBEC3G inh	hIAP act	MIN6 prolif	NLRP3 yeast inh	hIAP inh	SENP1 inh	A3A deaminase
COc1cc2[nH]c(=O)n(CCCCCC(=O)NCCc3c[nH]c4ccccc34)c(=O)c2cc1OC	1.2	-25	-7	1.2	-1	15	-16	-2	-4
CN(C)c1nc2c(c(=O)[nH]c(=O)n2C)n1CCCc1ccccc1	0.98	2	-6	1	-5	1	-1	2	0
Cc1[nH]c2ccccc2c1/C=C/C(=O)c1ccncc1	0.93	7	-10	0.9	-3	18	10	-37	0
CCCCn1c(N)c(N(CC(C)C)C(=O)c2cc(S(=O)(=O)N3CCOCC3)ccc2Cl)c(=O)[nH]c1=O	0.98	2	-5	1.1	2	10	-5	-11	6
O=C(CSc1n[nH]c(=O)n1-c1ccccc1)Nc1ccccc1	1	-3	10	0.82	2	28	18	2	3

(next part)
SMILES	mIAP activ	mIAP inh	APOBEC3G inh	hIAP act	MIN6 prolif	NLRP3 yeast inh	hIAP inh	SENP1 inh	A3A deaminase
CCOC(=O)C1=C(CS(=O)(=O)c2ccccc2)NC(=O)NC1c1ccc(O)c(OC)c1 (stereo not given)	0.92	8	-2	1	-3	-11	-3	0	4
CC12CCC(C(=O)N(CC(=O)O)C1=O)C2(C)C (stereo not given)	0.98	2	-4	0.84	2	12	16	3	0
Cc1nc2cc(NC(=O)c3cccc(S(C)(=O)=O)c3)ccc2o1	1	0	-6	1	-4	-4	-3	-2	-3
CS(=O)(=O)Nc1ccc(C(=O)NCCc2ccccc2)cc1	0.97	3	-1	1	-2	1	-1	1	3
O=C(/C=C/c1cccs1)NC(=S)Nc1ccc(C(=O)O)cc1	1	-3	-1	1.1	-1	-2	-7	-2	4
COc1ccc(S(=O)(=O)NNc2nc(C)cc(C)n2)cc1Br	0.94	6	-4	0.94	-1	9	6	2	3
COc1ccccc1OCC(=O)NNC(=O)c1ccoc1C	0.98	2	-9	1	-4	23	-3	0	-2
COc1ccccc1/C=C(/CC(=O)NCc1ccc(F)cc1)c1nc2ccccc2s1	0.96	4	-7	1	0	-1	-4	-10	-2
O=S(=O)(Nc1ccc2ccccc2n1)c1ccccc1Cl	0.95	4	-3	1.1	3	-11	-10	-3	-2
C/C(=N\NC(=O)Cc1ccccc1)c1ccc(Cl)s1	0.99	1	-7	0.92	3	4	8	2	-5

Not all compounds are listed (hit frequency here may not be typical).
